BB579 growth dn: growth inhibitors of yeast BB579 in restrictive medium, primary screen, yeast lifespan-shortening project, S. cerevisiae; OD615, 48 h; inhibition, % at 10 µM; actives 0.51% (n = 140,000); AID 804, 2007;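 active means inhibition above a set limit, 3 SD over the mean compound inhibition, cut at about 44% in these data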; further: inactives centre near -24
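Detection: OD615 turbidity measurement; Material: Saccharomyces cerevisiae DeaD strain BB579, replicative lifespan model yeast; Timing: 48 h exposure, 30 °C; Doses: single 10 µM dose; Medium: CSMM-D restrictive synthetic medium containing dextrose (glucose); Controls: amphotericin B at 10 µg/mL as positive control.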
GALR2 antag: GALR2 antagonists in receptor-expressing cells, primary screen; AID 828, 2007; inhibition, % at 4 µM; antagonist mode; actives 0.39% (n = 140,000); in the data active means inhibition above about 27%;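 further: cells stimulated with galanin 1-16 at roughly its EC80; 0% = agonist challenge control and 100% = basal control without agonist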
Target sequence (O43603 whole entry, looked up): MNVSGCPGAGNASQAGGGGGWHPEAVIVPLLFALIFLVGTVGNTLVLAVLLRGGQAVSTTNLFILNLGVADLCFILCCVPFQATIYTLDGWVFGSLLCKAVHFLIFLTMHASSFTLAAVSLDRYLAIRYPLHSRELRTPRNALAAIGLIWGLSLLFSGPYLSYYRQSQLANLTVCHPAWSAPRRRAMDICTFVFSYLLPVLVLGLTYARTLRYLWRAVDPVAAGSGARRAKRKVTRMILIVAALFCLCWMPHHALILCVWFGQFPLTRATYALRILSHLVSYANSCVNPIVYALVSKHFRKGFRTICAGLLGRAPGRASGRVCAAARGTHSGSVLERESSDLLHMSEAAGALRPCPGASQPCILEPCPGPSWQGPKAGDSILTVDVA
HCT116 bCat-KO: primary screen for growth suppressors in beta-catenin knockout HCT116 cells (colon tumor, human). HCT116 beta-catenin knockout viability, CellTiter-Glo, 60 h; stronger effect = lower value. viability, % at 10 µM. actives 1.5% (n = 140,000). AID 818, 2007;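 active means viability at or under a set limit, the compound median less 4 SD, cut at about 6% in these data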;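 further: 0% = Hyamine 1622 control at 20 µM and 100% = untreated cell control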
E-sel TNF inh: E-selectin induction blockers in HUVEC – imaging, immunofluorescence, high content, primary screen; HUVEC TNFa-induced E-selectin immunofluorescence; inhibition, % at 2 µM; actives 0.71% (n = 120,000);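 active means inhibition above the batch mean plus 3 SD, and confirmed as a hit on visual image review, cut at about 43% in these data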;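 further: 0% = TNF-stimulated DMSO wells and 100% = unstimulated control wells; not every result past the cut was called active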
Measles CPE: compounds protecting cells from measles virus cytopathic effect, primary screen, measles RdRp inhibitor project, single point, MLSMR library, absorbance; Measles virus-infected cells, CPE protection; protection (pct of control), % at 4 µM; actives 1.5% (n = 140,000); in the data active means protection mostly above about 24%, no sharp cut-off; inactive means mostly below about 26%; further: some compounds called inactive have numbers as strong as hits
Phagocytosis inh: inhibitors of macrophage phagocytosis, primary screen, imaging, J774A.1 cells, IgG beads | J774A.1 macrophage IgG-bead phagocytosis | inhibition, % at 5 µM | actives 0.07% (n = 110,000);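 active means inhibition above the mean of the plate negative controls plus 5 SD, cut at about 13% in these data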;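 further: phagocytic index as fraction of beads internalized from green versus red external bead signal; plate controls were DMSO negative control for no effect and cytochalasin-D positive control for full effect; some results beyond the cut were filed as inactive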
Yeast life ext: compounds extending yeast replicative lifespan, primary screen, S. cerevisiae, OD615; S. cerevisiae growth with nicotinamide; deaD strain in restrictive glucose medium; inhibition of the nicotinamide effect, % at 10 µM; actives 0.68% (n = 130,000);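 active means inhibition above a set limit, placed 3 SD over the median of all compounds, cut at about 26% in these data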;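 further: 0% = nicotinamide-treated wells and 100% = cells grown without nicotinamide; some compounds called inactive have numbers as strong as hits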
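Assay system: engineered S. cerevisiae DeaD replicative-lifespan strain, galactose-grown log-phase cells; medium: restrictive CSMM-D dextrose medium; also added: nicotinamide, 1.5 mM, co-present with compound; schedule: 48 h compound exposure at 30 °C, humidified; detection: absorbance at 615 nm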
MRP1 act: H69AR viability gain despite doxorubicin, primary screen, MRP-1 activator project, H69AR cells, CellTiter-Glo | viability rescue | viability increase, % at 10 µM | actives 0.61% (n = 140,000) | AID 799, 2007;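 active means viability gain under doxorubicin at or above a set limit, the compound median plus 3 SD, cut at about 4.7% in these data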;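 further: MRP-1 overexpressing cells given doxorubicin 25 µM after compound pretreatment; 18-22 h compound pretreatment then 72 h with doxorubicin before readout; 0% = doxorubicin-only wells and 100% = vehicle-treated cells without doxorubicin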
NPY Y2 blocker: NPY-Y2 receptor antagonists, primary screen, cell-based | AID 793, 2007 | Neuropeptide Y receptor type 2 (Homo sapiens), P49146 | inhibition, % at 2.7 µM | actives 0.99% (n = 140,000) | NPY-Y2 expressing cells, antagonist mode; in the data active means inhibition above about 17%;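 further: 0% = vehicle with agonist challenge and 100% = reference antagonist with challenge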
Target sequence (P49146 whole entry, looked up): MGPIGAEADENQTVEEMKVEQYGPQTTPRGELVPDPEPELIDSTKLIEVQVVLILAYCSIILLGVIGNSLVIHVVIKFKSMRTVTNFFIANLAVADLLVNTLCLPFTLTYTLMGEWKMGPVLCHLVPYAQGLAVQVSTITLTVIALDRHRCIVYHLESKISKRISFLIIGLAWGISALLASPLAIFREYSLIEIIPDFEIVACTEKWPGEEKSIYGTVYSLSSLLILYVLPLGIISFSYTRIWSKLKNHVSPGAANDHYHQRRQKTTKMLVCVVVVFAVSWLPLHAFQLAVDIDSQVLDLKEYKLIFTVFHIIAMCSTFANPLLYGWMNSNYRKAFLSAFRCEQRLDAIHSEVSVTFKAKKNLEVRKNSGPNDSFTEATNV
HCT116 PTEN-null: growth suppression of PTEN-null HCT116, primary screen, cell-based, CellTiter-Glo; HCT116 PTEN-null viability, 60 h; stronger effect = lower value; viability, % at 10 µM; actives 1.2% (n = 140,000); AID 827, 2007;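 active means viability at or below a set limit, 4 SD under the median of all tested compounds, cut at about 3.7% in these data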;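 further: PTEN knockout HCT116 line with beta catenin targeted HCT116 as companion control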
Numbers without * were called inactive; x = no result given.

nr	Compound	BB579 growth dn	GALR2 antag	HCT116 bCat-KO	E-sel TNF inh	Measles CPE
1	Cc1ccc(NC(=O)N(Cc2cccnc2)Cc2ccco2)cc1C	-32	5	117	-39	9
2	Cc1ccc(C(C(=O)NC2CCCC2)N(Cc2cccnc2)C(=O)c2snc(C(N)=O)c2N)o1 (stereo unspecified)	-21	-11	99	-12	19
3	Cn1c(-c2ccc(Cl)cc2)ccc(C#N)c1=O	3	8	68	-3	4
4	CC(C)CNC(=O)COC(=O)c1cc(Cl)cc(Cl)c1N	-52	-5	110	-4	20
5	O=C(CSc1ccc(Cl)cc1)N1CCN(c2ncc(C(F)(F)F)cc2Cl)CC1	-54	-3	84	5	22
6	O=C(N/N=C/c1cccc([N+](=O)[O-])c1)c1ccc(COc2ccccc2-c2ccccc2)cc1	-47	-5	79	1	4
7	Cn1cccc1-c1nc2ccc(NC(=O)c3cccs3)cc2[nH]1	-64	7	76	-32	15
8	CCOC(=O)C1CCCN(C(=O)c2ccc3c(c2)NC(=O)C(N2CCOCC2)S3)C1 (stereo unspecified)	-19	8	89	x	3
9	O=C(c1ccc(Cl)cc1)N1C2C=CC(C2)C1(C(F)(F)F)C(F)(F)F (stereo unspecified)	-28	1	89	-8	3
10	O=C(NCc1ccco1)/C(=C/c1ccco1)NC(=O)c1ccc(Br)o1	-9	1	101	0	15
11	C=CCOn1c(C)c(C(C)=O)c2c3no[n+]([O-])c3ccc21	-14	-5	88	-24	13
12	CCOC(=O)CNC(=O)CSc1nc2cccnc2n1Cc1ccccc1	-25	10	92	-3	13
13	CCCCCCOC(=O)CCc1c(C)nc(N)[nH]c1=O	-24	-13	97	3	6
14	c1cncc(-c2nc3ccccc3[nH]2)c1	-32	7	99	-22	6
15	CCCCN(Cc1cc2ccccc2[nH]c1=O)S(C)(=O)=O	-32	8	91	7	4

nr	Phagocytosis inh	Yeast life ext	MRP1 act	NPY Y2 blocker	HCT116 PTEN-null
1	1	-8	-2.5	3	95
2	3	-14	-2.9	4	87
3	0	-18	-2.0	6	78
4	-1	-9	-0.6	3	95
5	0	-5	1.0	10	93
6	-12	-5	-1.6	0	80
7	-1	-17	-0.9	0	76
8	x	-8	-1.4	-2	82
9	-1	8	-0.8	1	96
10	-15	-1	-3.1	1	101
11	x	x	-3.7	0	90
12	1	-4	-3.1	2	91
13	1	4	-0.8	3	93
14	x	-1	-1.7	0	105
15	1	6	-2.1	0	104

The list continues.
nr	Compound	BB579 growth dn	GALR2 antag	HCT116 bCat-KO	E-sel TNF inh	Measles CPE
16	Cc1cc(NC(=O)C2CC2)ncc1NC(=O)C12CC3CC(CC(C3)C1)C2	-31	1	97	x	9
17	Cc1ccc(NC(=O)CNC(=O)c2ccccc2F)cc1Cl	-34	-10	105	-13	16
18	OCCNCCOc1ccccc1F	-32	3	96	-45	9
19	O=C(Oc1ccc2[nH]cc(CCN3C(=O)c4ccccc4C3=O)c2c1)c1ccco1	-80	3	94	10	5
20	CC(C)CCNC(=O)C1CC(=O)N(C2CCCC2)C1 (stereo unspecified)	-33	-12	108	-2	1
21	O=C1C2CCCN2C(c2ccccc2)N1c1nccs1 (stereo unspecified)	-25	4	98	85*	4
22	CCOc1nc(NCCN2CCOCC2)nc(Nc2ccc(C)cc2)n1	-1	-1	89	-17	3
23	N#Cc1ccsc1NC(=O)CN1CCN(c2ccccc2O)CC1	-47	-2	87	x	11
24	O=C(CN1C(=O)NC2(CCCCCC2)C1=O)N1CCC(Cc2ccccc2)CC1	-13	1	61	-4	4
25	Cc1ccc(-c2csc(N3CCC(NS(=O)(=O)c4ccc5c(c4)OCCO5)CC3)n2)cc1	-33	13	13	-17	44
26	CC1CCN(c2nc(Cl)nc(Nc3ccc([N+](=O)[O-])cc3)n2)CC1	-44	8	2.2*	4	8
27	O=C(Nc1ccc2nsnc2c1)NC1CCCCC1	-28	0	101	-26	43
28	O=Cc1ccc(O)c(O)c1	-61	2	83	x	19
29	CC(C)CN1C(=O)NC(NC(=O)c2cccs2)(C(F)(F)F)C1=O (stereo unspecified)	1	1	96	-16	9
30	CSCCC(N=Cc1c(O)n(-c2ccc(F)cc2)c(=O)[nH]c1=O)C(=O)O (stereo unspecified)	-46	-9	94	-1	9

nr	Phagocytosis inh	Yeast life ext	MRP1 act	NPY Y2 blocker	HCT116 PTEN-null
16	0	29*	1.0	1	101
17	0	-19	1.3	6	98
18	0	-14	-0.3	3	98
19	1	-5	-0.3	1	112
20	1	-1	-0.1	4	102
21	3	-3	-2.4	2	101
22	x	-15	-2.0	-2	78
23	-9	4	-1.1	9	81
24	x	x	-2.0	-1	68
25	x	2	1.4	-1	17
26	-2	-2	-1.9	-3	13
27	0	-16	-0.1	-3	98
28	x	7	-1.4	2	81
29	-2	-2	1.3	2	87
30	x	-1	-0.1	-1	108

Following part.
nr	Compound	BB579 growth dn	GALR2 antag	HCT116 bCat-KO	E-sel TNF inh	Measles CPE
31	COc1ccc(NC(=O)C23CC4CC(C2)CC(n2cnc(Br)n2)(C4)C3)cc1OC	-41	-1	98	4	x
32	Cc1ccc2nc(SC(C)C(=O)NC3CCCc4ccccc43)[nH]c2c1 (stereo unspecified)	-7	-1	99	7	2
33	CC1C/C(=N\NC(=S)NCc2ccccc2)CC(C)(C)C1 (stereo unspecified)	2	12	86	11	14
34	CCOC(=O)CNc1c(-c2ccccc2)nc2ccc(Cl)cn12	-70	-1	101	-3	19
35	CC1=C(C#N)C(Nc2cc(C)ccn2)(C(F)(F)F)C(=O)N1 (stereo unspecified)	-59	2	109	0	21
36	CC1CC(=O)N(CC(=O)NCc2ccc3c(c2)OCO3)c2ccccc2S1 (stereo unspecified)	-41	6	103	-6	20
37	COc1ccc(Cl)cc1C(=O)NNC(=S)NC(=O)c1cc(-c2ccc(Cl)cc2)nc2ccccc12	-35	-4	24	-42	7
38	N#CCC(CNc1ncc(C(F)(F)F)cc1Cl)OC(=O)c1cccc(C(F)(F)F)c1 (stereo unspecified)	-2	10	48	-4	1
39	Cc1cc(Oc2nnnn2-c2ccccc2)ccc1Cl	-9	-1	89	11	6
40	Cc1cccc(Nc2nnc(SCc3cn4ccsc4n3)s2)c1	-25	1	90	18	14
41	CCN1CCN(Cc2c(O)ccc3c(=O)c(-c4ccc(OC)c(OC)c4)c(C)oc23)CC1	-3	-19	101	x	9
42	Cn1c(=O)c2c(nc(SCC(=O)N3CCc4ccccc4C3)n2C)n(C)c1=O	-54	-4	98	-23	6
43	COCCN(C(=O)c1ccco1)C(C(=O)NC1CCCC1)c1cccs1 (stereo unspecified)	-15	7	96	-2	12
44	O=C(/C=C(\c1ccc(Cl)cc1)n1cncn1)c1ccc(Cl)cc1	-47	-2	77	-11	8
45	Cc1cccc(NC(=O)Nc2ccc(C)cc2Br)c1	-32	15	93	x	14

nr	Phagocytosis inh	Yeast life ext	MRP1 act	NPY Y2 blocker	HCT116 PTEN-null
31	-2	-15	0.6	1	91
32	-8	1	-2.7	3	109
33	1	-14	-0.4	4	85
34	0	-5	-0.6	-1	91
35	0	1	0.1	-3	94
36	-1	-7	-4.1	1	103
37	x	-18	-3.3	2	21
38	0	-26	-0.8	1	60
39	0	-8	-2.4	7	87
40	0	-10	-2.9	4	88
41	1	-21	-5.0	3	100
42	-1	-11	-2.0	0	96
43	x	x	-3.3	3	87
44	0	-5	-2.5	3	72
45	x	-4	1.6	4	91

Continued:
nr	Compound	BB579 growth dn	GALR2 antag	HCT116 bCat-KO	E-sel TNF inh	Measles CPE
46	Nc1nc(SCc2ccccc2Cl)n[nH]1	-15	-4	97	6	2
47	CCS(=O)(=O)N1CCN(c2cccc(C)c2C)CC1	-47	-5	99	-7	2
48	O=C(Nc1ccon1)c1cc2c(s1)CCCC2	-19	-2	82	-22	6
49	CCn1ncc(/C=N/NC(=O)c2ccc3c(c2)OCO3)c1C	-11	4	56	-13	20
50	CCSc1nc2n(n1)C(c1cccc(F)c1)C1=C(CCCC1=O)N2 (stereo unspecified)	-14	8	99	-11	3
51	COC(=O)/C(=C1/Oc2ccc(C)cc2S1)C(F)(F)F	-45	1	96	x	23
52	CC(C)C(CCNC(=O)CN1C(=O)c2ccccc2C1=O)c1ccco1 (stereo unspecified)	-16	-5	95	8	6
53	O=c1c2cccnc2[nH]c(=S)n1CCCN1CCN(c2ccc(F)cc2)CC1	-30	-11	86	100*	16
54	O=C(Cc1ccc(F)cc1)c1ccc(O)cc1O	-15	-1	100	13	7
55	CCn1c2ccc(/C(C)=N\O)cc2c2cc(/C(C)=N\O)ccc21	-15	-5	102	100*	4
56	CCOCc1cnc(C)nc1NCC(=O)c1c(C)n(C)c2ccc(OC)cc12	2	-1	94	-16	x

nr	Phagocytosis inh	Yeast life ext	MRP1 act	NPY Y2 blocker	HCT116 PTEN-null
46	0	-5	-1.5	2	105
47	-1	-8	-0.3	4	102
48	0	-17	4.8*	1	79
49	6	120*	-4.0	3	56
50	-1	-5	-3.6	3	101
51	-10	10	-0.7	2	104
52	3	1	-0.3	-1	100
53	-1	-18	-1.8	0	74
54	0	-6	0.2	0	99
55	2	-17	-2.6	-3	89
56	-1	-19	-1.7	0	91

Structures above that have a CF3 group, in the order listed:
nr	Compound	BB579 growth dn	GALR2 antag	HCT116 bCat-KO	E-sel TNF inh	Measles CPE
5	O=C(CSc1ccc(Cl)cc1)N1CCN(c2ncc(C(F)(F)F)cc2Cl)CC1	-54	-3	84	5	22
9	O=C(c1ccc(Cl)cc1)N1C2C=CC(C2)C1(C(F)(F)F)C(F)(F)F (stereo unspecified)	-28	1	89	-8	3
29	CC(C)CN1C(=O)NC(NC(=O)c2cccs2)(C(F)(F)F)C1=O (stereo unspecified)	1	1	96	-16	9
35	CC1=C(C#N)C(Nc2cc(C)ccn2)(C(F)(F)F)C(=O)N1 (stereo unspecified)	-59	2	109	0	21
38	N#CCC(CNc1ncc(C(F)(F)F)cc1Cl)OC(=O)c1cccc(C(F)(F)F)c1 (stereo unspecified)	-2	10	48	-4	1
51	COC(=O)/C(=C1/Oc2ccc(C)cc2S1)C(F)(F)F	-45	1	96	x	23

nr	Phagocytosis inh	Yeast life ext	MRP1 act	NPY Y2 blocker	HCT116 PTEN-null
5	0	-5	1.0	10	93
9	-1	8	-0.8	1	96
29	-2	-2	1.3	2	87
35	0	1	0.1	-3	94
38	0	-26	-0.8	1	60
51	-10	10	-0.7	2	104

Compound activity as filed in PubChem.
